# Screens from PubChem.
# Cardiac RTF inh = cardiac RTF calcium desensitization; P19429+P45379; IANBD-labeled cardiac RTF, Ca2+ fluorescence; inhibition, % at 7.15 µM; hit rate 0.12% among 340,000;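 active = inhibition above the mean inhibition of all tested compounds plus 3 SD, cut at about 17% in these data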;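 note: assay run at fixed EC70 calcium of 1.6 mM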
# RTF Ca sens act = increases calcium sensitivity of human cardiac regulated thin filaments | P19429+P45379 | IANBD-labeled TnC RTF fluorescence at EC20 calcium; 0% EC20 calcium, 100% full calcium | activation, % at 7.2 µM | hit rate 0.24% among 340,000;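 active = activation above the mean over all tested compounds plus 3 SD, cut at about 30% in these data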;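 note: rise in fluorescence read as greater calcium sensitivity of cardiac thin filaments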
# Wnt bcat act = activates Wnt/beta-catenin signaling in a reporter cell assay; activator, plate reader; activation, % at 9.35 µM; hit rate 1.2% among 300,000; AID 743398; in the data active = activation above about 30%, passing the limit was not always enough;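 note: 0% = neutral control wells and 100% = positive control wells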
# OPRM1-OPRD1 ag = agonists of human mu-delta opioid receptor heterodimerization. AID 504326. activation, % at 9.3 µM. hit rate 0.3% among 340,000. cells, OPRM1-OPRD1 heterodimerization, luminescence; in the data active = activation above about 18%;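 note: 0% = vehicle-treated cells and 100% = reference agonist; values of inactives mirror those of a sister screen read the other way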
# V-ATPase pHluor = yeast V-ATPase proton transport regulation by pHLuorin | S. cerevisiae, pHLuorin cytosolic pH fluorescence | response, % at 10 µM | hit rate 0.37% among 350,000; in the data active = response mostly above about 7.3%, no sharp cut-off; inactive = mostly below about 5.4%; note: actives read high; inactives centre near 0; some compounds called inactive have numbers as strong as hits; reference of the scale not given here
# C-LANA FP = blocks KSHV LANA C-terminal domain binding to DNA; AID 504423; hit rate 0.078% among 340,000; inhibition, % at 9 µM; MBP-C-LANA/FAM-LBS DNA binding, fluorescence polarization;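 active = highest replicate inhibition at or above 60% at 9 µM, even if other replicates fall short; inactive = all replicates below 60% inhibition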;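 note: 0% = neutral control wells and 100% = 4 µM acridine orange control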
# MOR-DOR inv ag = inverse agonist of human OPRM1-OPRD1 heterodimerization | hit rate 0.21% among 340,000 | inhibition, % at 9.3 µM | P35372+P41143 | cell-based MOR-DOR heterodimer luminescence, inverse agonism | AID 504357; in the data active = inhibition above about 22%, passing the limit was not always enough;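 note: 0% = cells with DMSO and 100% = wells without cells with DMSO; values of inactives mirror those of a sister screen read the other way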
# Keap1-Nrf2 PPI = inhibitors of human Keap1-Nrf2 protein-protein interaction | inhibition, % at 9.4 µM | AID 504523 | hit rate 0.15% among 340,000 | Keap1 Kelch-Nrf2 peptide fluorescence polarization, 1536-well | Q14145; in the data active = inhibition above about 12%;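 note: human Keap1 Kelch domain with fluorescein labeled Nrf2 9mer peptide probe; 0% = neutral control wells and 100% = peptide positive control; higher means more block of Keap1 binding to Nrf2 peptide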
# Arrestin-AP2 inh = blocks beta-arrestin peptide binding to AP2 adaptin. FITC-arrestin peptide / GST-AP2 beads, flow cytometry; AP2 beta2 appendage carries R879A mutation. inhibition, % at 10 µM. hit rate 0.31% among 340,000. AID 504490;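 active = inhibition above a set limit, near 3 SD of compounds lacking own fluorescence, cut at about 54% in these data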;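 note: plate controls were DMSO wells for no effect and 5 µM unlabelled arrestin peptide for full effect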
#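 test system = AP2 appendage R879A on GSH beads | buffer or medium = PBS plus Tween 20 (0.05%) and BSA (0.1%) | incubation = 12 min plus 1 h, RT | detection = bead flow cytometry, FITC channel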
# DSG3 Ab inh = inhibitors of pemphigus antibody binding to human desmoglein-3; binding (percent of control), % at 10 µM; hit rate 0.48% among 310,000; DSG3-coupled beads, scFv-anti-DSG3-GFP binding, flow cytometry; active compounds read low; P32926; AID 588358;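 active = binding more than 3 SD below its plate's average and above zero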;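 note: hits lower antibody fragment binding to DSG3; some compounds called inactive have numbers as strong as hits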
# Target sequence (P32926 whole entry, looked up, the tested form may be a part): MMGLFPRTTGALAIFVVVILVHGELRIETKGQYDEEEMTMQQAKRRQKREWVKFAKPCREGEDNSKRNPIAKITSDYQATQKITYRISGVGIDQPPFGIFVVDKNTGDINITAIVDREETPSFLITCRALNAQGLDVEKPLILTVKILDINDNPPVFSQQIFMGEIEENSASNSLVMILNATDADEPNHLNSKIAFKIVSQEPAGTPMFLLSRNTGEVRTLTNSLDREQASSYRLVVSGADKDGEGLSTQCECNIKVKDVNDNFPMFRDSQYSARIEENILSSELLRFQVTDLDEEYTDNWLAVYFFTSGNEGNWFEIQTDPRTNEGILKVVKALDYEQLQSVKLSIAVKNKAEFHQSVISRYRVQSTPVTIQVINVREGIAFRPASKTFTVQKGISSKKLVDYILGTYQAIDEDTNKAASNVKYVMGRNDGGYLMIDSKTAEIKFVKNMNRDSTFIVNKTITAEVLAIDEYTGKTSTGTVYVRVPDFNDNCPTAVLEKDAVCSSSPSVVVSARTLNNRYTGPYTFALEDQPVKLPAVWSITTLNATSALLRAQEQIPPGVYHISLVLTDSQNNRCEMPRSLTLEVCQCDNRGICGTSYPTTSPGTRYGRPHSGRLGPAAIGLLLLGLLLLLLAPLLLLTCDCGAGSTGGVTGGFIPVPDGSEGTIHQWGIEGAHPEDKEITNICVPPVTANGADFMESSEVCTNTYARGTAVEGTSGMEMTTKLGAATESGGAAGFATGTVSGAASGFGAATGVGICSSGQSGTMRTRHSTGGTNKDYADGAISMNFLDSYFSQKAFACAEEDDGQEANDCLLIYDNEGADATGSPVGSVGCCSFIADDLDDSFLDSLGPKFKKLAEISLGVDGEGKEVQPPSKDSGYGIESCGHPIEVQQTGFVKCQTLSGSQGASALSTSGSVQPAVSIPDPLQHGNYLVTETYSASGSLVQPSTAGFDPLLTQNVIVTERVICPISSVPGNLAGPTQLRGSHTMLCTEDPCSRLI
# Numbers without * were called inactive; i = inactive; nt = not tested or not shown.
# Results follow in this order: Wnt bcat act	V-ATPase pHluor	RTF Ca sens act	C-LANA FP	Arrestin-AP2 inh	OPRM1-OPRD1 ag	DSG3 Ab inh	Cardiac RTF inh	Keap1-Nrf2 PPI	MOR-DOR inv ag
CC(=NN(Cc1ccccc1)c1ccccc1)c1ccccc1
    -2	-4	-3	-0.1	-2	-0.7	nt	2	5	3
CN(C(=O)c1cccc(N2C(=O)C3CC=CCC3C2=O)c1)C1CCCCC1 (centres undefined)
    nt	-1	1	2.3	-3	-2.0	97	-7	4	11
CCCS(=O)(=O)N1CCCC(C(=O)NCCN(Cc2ccccc2)C(C)C)C1 (centres undefined)
    nt	-1	-3	2.2	-1	-0.5	99	7	-3	3
CCc1ccc(-c2cc(C(=O)NCc3ccco3)c3ccccc3n2)s1
    nt	1	-3	-2.3	6	-1.0	97	-3	-8	6
COc1ccc(NC(=O)COC(=O)CCCN2C(=O)c3ccccc3C2=O)cc1Cl
    -1	0	0	0.4	23	-0.3	107	6	3	2
CCN1CCN(C(=O)CSc2cc(=O)n(C)c3ccccc23)CC1
    1	1	0	0.4	-17	-0.6	106	3	2	4
CCCN(CCC)CCCNC(=O)c1ccc2c(Cl)c3c(nc2c1)CCC3
    3	-4	-7	-3.7	32	0.3	92	-5	3	-2
CC(/C=N/Nc1nnc(C)c(=O)[nH]1)=C\c1ccccc1
    15	-1	0	1.7	1	-1.4	97	0	1	8
CC1(C)C2CCC1(CS(=O)(=O)Nc1ccc(S(=O)(=O)N3CCCCC3)cc1)C(=O)C2 (centres undefined)
    nt	-3	1	-1.9	5	4.8	120	-21	-6	-25
COc1cccc(/C=N/NC(=O)CCCc2ccc(OC)c(C)c2)c1
    0	1	-7	0.2	14	0.7	86	-5	1	-4
CC(=O)c1cc(-c2ccccc2)n(CC(=O)Nc2cccc(C)c2C)c1C
    -3	0	-2	0.3	nt	-3.6	99	1	3	19
CC(C)c1ccc(C2NC(=S)NC3=C2C(=O)CCC3)cc1 (centres undefined)
    3	0	0	0.3	-12	-4.9	109	3	-1	26
CCOc1ccc(S(=O)(=O)Nc2cnc3ccccc3c2)cc1
    -4	0	6	2.2	-14	0.5	130	0	-5	-4
COc1ccc(S(=O)(=O)N2CCCCC2C(=O)O)cc1 (centres undefined)
    -2	0	3	-0.2	2	-1.9	83	-30	2	10
Cc1cc(C)c2cc(C)c3nnc(SCC(=O)NCc4ccc5c(c4)OCO5)n3c2c1
    nt	-4	0	0.1	22	-2.0	97	-1	-5	10
COC(=O)CNC(=O)COC(=O)c1cc(SC)ccc1Cl
    -2	2	2	-2.8	17	-0.1	99	-1	0	0
COc1cc(C(=O)NCC(c2cccnc2)N2CCN(C)CC2)cc(OC)c1OC (centres undefined)
    nt	1	0	0.5	27	-3.2	105	7	1	20
C/C=C/c1ccc(OCCCCOc2ccccc2F)c(OC)c1
    nt	-4	2	-2.2	7	2.9	nt	-11	-1	-15
Cc1ccc(Cn2c(SCC(=O)Nc3cc(C)on3)nc3ccccc3c2=O)cc1
    nt	1	4	-0.2	-4	-0.5	97	1	2	3
Cc1ccc(-c2nn(-c3ccccc3)cc2C(=O)Nc2cccc(S(=O)(=O)N3CCOCC3)c2)cc1
    -7	2	-7	-1.8	12	2.9	123	-1	0	-16
CCn1c(SCC(=O)NCc2ccco2)nc2c1c(=O)n(C)c(=O)n2C
    nt	-2	-3	0.5	1	-3.0	101	3	-2	15
C[C@H](NC(=O)c1cc2cc(Cl)ccc2n1C)C(=O)N[C@@H](Cc1ccccc1)C(=O)O
    15	1	3	-1.1	2	-3.2	97	-3	-5	14
c1ccc(CCNCCCOc2cccc3ccccc23)cc1
    -1	9	-2	-0.9	34	1.3	118	1	2	-6
COc1ccc(-n2c(-c3ccc(Br)cc3)c[n+]3c2CCCCC3)cc1
    -2	-4	nt	-1.0	-6	nt	108	nt	-1	nt
O=C(NN=C1CCCC1)c1ccccc1OCc1ccc(Cl)cc1
    -9	2	5	-0.7	38	-4.5	101	-1	2	22
Cc1c(NC(=O)c2cc3nc(-c4ccccc4)cc(C)n3n2)c(=O)n(-c2ccccc2)n1C
    nt	8	2	0.5	-4	-1.9	nt	-6	2	8
Cc1ccc(C(=O)OCc2cn(-c3ccccc3)nn2)cc1
    nt	-3	nt	-0.3	6	nt	105	nt	1	nt
CN(CC(=O)Nc1cccc(C(F)(F)F)c1)Cc1ccccc1
    -1	10	-2	1.4	4	4.3	nt	-2	1	-27
Cc1ccc(C(=O)Cc2ccccc2)cc1
    1	8	-2	1.8	2	0.4	106	-22	-6	-2
O=C(O)CSc1nc2ccccc2c(=O)[nH]1
    nt	-3	-5	-1.5	2	-0.1	102	-9	-2	0
Cc1ccc(S(=O)(=O)N(C)C)cc1NC(=O)C1CCCCC1
    -1	1	-2	0.6	18	-0.1	63*	-5	-1	0
Cc1cc(-c2nnc3sc(C4CCCCC4)nn23)n[nH]1
    -8	2	-3	0.9	22	-2.8	103	1	3	17
CC(=O)OC12CC3CC(C1)C(=NO)C(C3)C2
    nt	3	-2	-1.9	1	-1.1	97	-5	-1	5
COc1cc(C)nc(Oc2ccc(OCc3ccccc3)nn2)n1
    -6	-1	2	-0.9	-7	-2.6	108	-4	2	14
CN(C(=O)c1cccc(NC(=O)Cc2ccc(NC(=O)C3CCCN(C(=O)C4CC4)C3)cc2)c1)C1CCCC1 (centres undefined)
    -2	-1	2	-2.7	5	-2.5	102	0	-3	12
COc1ccc(-c2cc(C(F)(F)F)n3nc(C(=O)N4CCCCC4)cc3n2)cc1OC
    nt	-3	6	-0.2	3	1.5	106	-8	-6	-9
c1ccc(-c2nccc(-c3ccc4c(c3)OCO4)n2)cc1
    9	5	5	-2.0	-46	5.6	119	0	-4	-28
C/C=C(/C)C(=O)O[C@@H]([C@H](O)c1cc2ccc(=O)oc2cc1OC)C(C)(C)O[C@@H]1O[C@H](CO)[C@@H](O)[C@H](O)[C@H]1O
    -3	4	4	0.0	-1	-0.7	96	-6	-10	4
CCOc1cc(N2CCOCC2)c(OCC)cc1NC(=O)COC(=O)c1cc(C)oc1C
    nt	0	-12	0.7	5	4.7	90	3	-7	-25
COc1ccc(OC)c2c1cc(C(=O)N[C@@H](C)C(=O)N[C@@H](C(=O)O)c1ccccc1)n2C
    -1	0	-1	-1.0	21	0.2	117	-2	-2	-1
CN(C)C(CNC(=O)c1cc2ccccc2o1)c1ccccc1 (centres undefined)
    -2	4	1	0.4	31	197*	119	-6	-2	i
O=C(NC(=S)NCCC1=CCCCC1)c1ccccc1Br
    -1	-1	-3	-0.7	-12	0.4	106	-2	-5	-2
COC(=O)CSc1nnc2c3c4c(sc3nc(-n3nc(C)cc3C)n12)COC(C)(C)C4
    -4	-6	-2	-0.7	4	-2.7	nt	1	-5	11
NC(=O)C1CC(=O)N(c2ccc(OCc3ccc([N+](=O)[O-])cc3)cc2)C1 (centres undefined)
    1	5	0	1.7	-2	-0.1	102	-9	4	1
NS(=O)(=O)c1cnccc1Nc1cccc(Br)c1
    0	0	6	-1.8	11	-2.2	99	-3	-4	11
CCCCCC(C)NC(=O)CN1C(=O)NC(C)(c2ccc3ccccc3c2)C1=O (centres undefined)
    0	2	-2	1.6	-7	0.8	102	-2	0	-4
Cc1ccc(O)c(NC(=S)NC(=O)C(C)C)c1
    25	-1	2	-0.8	-10	-2.8	97	5	1	15
O=C(NCCC1CCCCN1S(=O)(=O)c1ccc(F)cc1)C(=O)NCc1ccncc1 (centres undefined)
    -7	-2	1	0.9	21	-1.9	111	7	-4	11
CC(=O)c1ccc(S(=O)(=O)Nc2ccc(Cl)c(S(=O)(=O)N3CCCC3)c2)cc1
    -1	1	-6	1.0	-4	1.1	103	-6	-1	-4
Cc1c(C)c2ccc(OCC(=O)Nc3ccc(S(N)(=O)=O)cc3)c(C)c2oc1=O
    -1	-2	-7	-0.2	30	0.2	98	-8	4	-1
CCN1CCN(CC(=O)N2c3ccccc3CC2C)CC1 (centres undefined)
    -5	-1	10	0.7	-6	-1.8	121	-2	0	10
O=C(CSc1nc(C2CC2)n(-c2ccccc2)n1)NCc1ccco1
    -1	-1	4	0.4	38	-1.3	98	-5	-1	5
Cc1cccc(C)c1NC(=O)NC1CC2CCC(C1)N2Cc1cccs1 (centres undefined)
    -2	-5	1	-0.4	16	0.8	99	-16	-3	-4
COC(=O)c1cc(CSc2nc3ccc(C)cc3[nH]2)oc1C
    -2	1	1	0.3	-7	-2.0	nt	-9	-4	11
O=C(C1CCN(C2CCN(C/C=C/c3ccccc3)CC2)CC1)N1CCOCC1
    -2	-2	-1	-1.4	15	5.0	108	-5	-5	-26
CCOC(=O)C1=NOC(COc2ccccc2C=O)C1 (centres undefined)
    -1	-2	-1	-0.1	-9	-0.2	104	-1	-5	1
Cc1ccc(N2CC(C(=O)OCC(=O)C(C)(C)C)CC2=O)cc1 (centres undefined)
    nt	-1	2	1.1	-3	-1.9	102	-8	2	9
C/C(=N\O)C(C)(C)Nc1ccc(Br)cc1
    0	-2	0	0.5	37	-3.3	nt	3	0	16
O=C(N/N=C/c1ccc(O)c(O)c1O)/C(=C/c1ccc([N+](=O)[O-])cc1)NC(=O)c1ccccc1
    1	1	-8	0.1	30	4.0	91	3	-5	-24
O=C(O)c1ccc(N2C(=O)CC(Cc3ccccc3)C2=O)cc1 (centres undefined)
    -1	-2	5	-1.3	-1	-2.0	108	0	-4	10

# Next section.
# Results follow in this order: Wnt bcat act	V-ATPase pHluor	RTF Ca sens act	C-LANA FP	Arrestin-AP2 inh	OPRM1-OPRD1 ag	DSG3 Ab inh	Cardiac RTF inh	Keap1-Nrf2 PPI	MOR-DOR inv ag
CN1CCN(CC(=O)Nc2c(C(=O)C3CC3)oc3ccccc23)CC1
    nt	-2	0	-2.1	-1	-2.3	107	-3	5	11
COc1cc(NC(=O)COc2cc(O)c3c(c2)OC(C)(C)CC3=O)cc(OC)c1
    -2	0	-2	-0.8	4	-0.9	98	8	-4	5
O=C(O)c1cccc(N2CCCC2=O)c1
    nt	1	-4	-1.0	-3	0.1	102	-7	1	-1
CCc1nnc(NC(=O)CSc2nnc(-c3ccco3)n2CCOC)s1
    -1	-2	-4	1.2	-10	-2.9	101	-2	4	15
c1ccc2c(c1)CSc1ccccc1N2
    -1	2	nt	nt	8	nt	107	nt	nt	nt
CC1C(=O)C(C)C(c2ccc([N+](=O)[O-])cc2)NC1c1ccc([N+](=O)[O-])cc1 (centres undefined)
    -1	-2	0	0.4	20	-0.4	113	-4	-6	2
O=C(c1cccc(OC2CCN(Cc3ccc(F)cc3Cl)CC2)c1)N1CCCC1
    1	-4	-1	1.9	6	-1.2	nt	0	-1	6
CCCSCCCNC(=O)Cn1c(=O)c2cccn2c2ccccc21
    -3	8	-5	-1.4	-4	-0.9	98	-2	-3	5
CCSc1nnc(NC(=O)CSc2nc3c(cc2C#N)CCCC3)s1
    28	1	5	1.2	8	-2.0	119	0	-5	9
